HCT116 bCat-KO – primary screen for growth suppressors in beta-catenin knockout HCT116 cells (colon tumor, human) | 140,000 compounds, 1.5% hits | viability, % at 10 µM | AID 818, 2007 | HCT116 beta-catenin knockout viability, CellTiter-Glo, 60 h; stronger effect = lower value;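 active = viability at or under a set limit, the compound median less 4 SD, cut at about 6% in these data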;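 also: 0% = Hyamine 1622 control at 20 µM and 100% = untreated cell control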
E-sel TNF inh – E-selectin induction blockers in HUVEC – imaging, immunofluorescence, high content, primary screen. HUVEC TNFa-induced E-selectin immunofluorescence. inhibition, % at 2 µM. 120,000 compounds, 0.71% hits;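 active = inhibition above the batch mean plus 3 SD, and confirmed as a hit on visual image review, cut at about 43% in these data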;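 also: 0% = TNF-stimulated DMSO wells and 100% = unstimulated control wells; not every result past the cut was called active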
Measles CPE – compounds protecting cells from measles virus cytopathic effect, primary screen, measles RdRp inhibitor project, single point, MLSMR library, absorbance | Measles virus-infected cells, CPE protection | protection (pct of control), % at 4 µM | 140,000 compounds, 1.5% hits | AID 841, 2007; in the data active = protection mostly above about 24%, no sharp cut-off; inactive = mostly below about 26%; also: some compounds called inactive have numbers as strong as hits
NPY Y2 blocker – NPY-Y2 receptor antagonists, primary screen, cell-based; Neuropeptide Y receptor type 2 (Homo sapiens), P49146; inhibition, % at 2.7 µM; NPY-Y2 expressing cells, antagonist mode; 140,000 compounds, 0.99% hits; in the data active = inhibition above about 17%;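 also: 0% = vehicle with agonist challenge and 100% = reference antagonist with challenge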
Target sequence (P49146 whole entry, looked up): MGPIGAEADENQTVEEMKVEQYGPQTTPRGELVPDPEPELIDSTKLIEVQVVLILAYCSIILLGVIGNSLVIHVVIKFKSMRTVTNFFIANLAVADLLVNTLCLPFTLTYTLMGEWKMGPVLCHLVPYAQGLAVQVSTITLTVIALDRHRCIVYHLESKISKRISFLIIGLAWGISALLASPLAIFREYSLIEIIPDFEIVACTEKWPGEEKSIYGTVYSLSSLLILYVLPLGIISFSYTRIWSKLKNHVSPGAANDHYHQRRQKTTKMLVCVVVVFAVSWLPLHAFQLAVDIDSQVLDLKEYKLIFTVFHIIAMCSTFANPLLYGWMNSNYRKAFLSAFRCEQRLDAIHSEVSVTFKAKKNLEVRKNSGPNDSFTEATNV
MRP-1 activ – H69AR viability gain despite doxorubicin, primary screen, MRP-1 activator project, H69AR cells, CellTiter-Glo | viability increase, % at 10 µM | viability rescue | 140,000 compounds, 0.61% hits;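 active = viability gain under doxorubicin at or above a set limit, the compound median plus 3 SD, cut at about 4.7% in these data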;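 also: MRP-1 overexpressing cells given doxorubicin 25 µM after compound pretreatment; 18-22 h compound pretreatment then 72 h with doxorubicin before readout; 0% = doxorubicin-only wells and 100% = vehicle-treated cells without doxorubicin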
PTEN del growth – growth suppression of PTEN-null HCT116, primary screen, cell-based, CellTiter-Glo; HCT116 PTEN-null viability, 60 h; stronger effect = lower value; 140,000 compounds, 1.2% hits; viability, % at 10 µM;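 active = viability at or below a set limit, 4 SD under the median of all tested compounds, cut at about 3.7% in these data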;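 also: PTEN knockout HCT116 line with beta catenin targeted HCT116 as companion control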
Yeast life ext – compounds extending yeast replicative lifespan, primary screen, S. cerevisiae, OD615 | S. cerevisiae growth with nicotinamide; deaD strain in restrictive glucose medium | inhibition of the nicotinamide effect, % at 10 µM | 130,000 compounds, 0.68% hits | AID 775, 2007;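 active = inhibition above a set limit, placed 3 SD over the median of all compounds, cut at about 26% in these data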;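 also: 0% = nicotinamide-treated wells and 100% = cells grown without nicotinamide; some compounds called inactive have numbers as strong as hits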
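Test system – modified budding yeast, DeaD strain · Compound – single dose 10 µM compound, 0.25% DMSO · Times – culture preincubation 4 h, compound exposure 48 h, both 30 °C · Detection – optical density (absorbance) at 615 nm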
Phagocytosis inh – inhibitors of macrophage phagocytosis, primary screen, imaging, J774A.1 cells, IgG beads; J774A.1 macrophage IgG-bead phagocytosis; 110,000 compounds, 0.07% hits; inhibition, % at 5 µM;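 active = inhibition above the mean of the plate negative controls plus 5 SD, cut at about 13% in these data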;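 also: phagocytic index as fraction of beads internalized from green versus red external bead signal; plate controls were DMSO negative control for no effect and cytochalasin-D positive control for full effect; some results beyond the cut were filed as inactive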
GALR2 blocker – GALR2 antagonists in receptor-expressing cells, primary screen; antagonist mode; inhibition, % at 4 µM; 140,000 compounds, 0.39% hits; AID 828, 2007; in the data active = inhibition above about 27%;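 also: cells stimulated with galanin 1-16 at roughly its EC80; 0% = agonist challenge control and 100% = basal control without agonist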
Target sequence (O43603 whole entry, looked up): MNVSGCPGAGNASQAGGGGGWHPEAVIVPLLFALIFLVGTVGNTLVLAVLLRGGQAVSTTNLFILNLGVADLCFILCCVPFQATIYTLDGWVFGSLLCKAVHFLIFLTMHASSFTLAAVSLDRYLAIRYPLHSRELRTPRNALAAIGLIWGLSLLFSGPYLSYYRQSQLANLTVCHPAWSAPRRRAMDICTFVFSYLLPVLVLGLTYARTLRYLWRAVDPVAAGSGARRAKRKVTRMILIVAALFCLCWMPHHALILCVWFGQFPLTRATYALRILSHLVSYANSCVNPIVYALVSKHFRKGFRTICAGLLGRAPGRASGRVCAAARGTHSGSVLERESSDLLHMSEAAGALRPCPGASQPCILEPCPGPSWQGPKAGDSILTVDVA
Yeast growth inh – growth inhibitors of yeast BB579 in restrictive medium, primary screen, yeast lifespan-shortening project, S. cerevisiae. OD615, 48 h. inhibition, % at 10 µM. 140,000 compounds, 0.51% hits. AID 804, 2007;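 active = inhibition above a set limit, 3 SD over the mean compound inhibition, cut at about 44% in these data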; also: inactives centre near -24
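System: DeaD yeast strain BB579; buffer or medium: CSMM-D dextrose restrictive medium; technique: OD at 615 nm; schedule: 4 h cell preincubation, 48 h compound exposure, 30 °C humidified; doses: single 10 µM dose; controls: amphotericin B 10 µg/mL, positive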
* = called active by the depositor; nt = no result given; & = joins results of further samples.

SMILES | HCT116 bCat-KO | E-sel TNF inh | Measles CPE | NPY Y2 blocker | MRP-1 activ | PTEN del growth | Yeast life ext | Phagocytosis inh | GALR2 blocker | Yeast growth inh
CS(=O)(=O)N1CCN(C(=O)c2cc(-c3ccncc3)nc3ccc(Cl)cc23)CC1 | 76 | 5 | 27 | 1 | -1.2 | 74 | -9 | 0 | 2 | 1
O=C(COC(=O)c1cc(=O)[nH]c(=O)[nH]1)NCc1ccccc1 | 97 | nt | 6 | 4 | -0.6 | 95 | -1 | -9 | -7 | 1
Cc1ccc(-n2c(-c3c(-c4ccccc4)noc3C)n[nH]c2=S)cc1 | 99 | -12 | 4 | -1 | -3.6 | 100 | -2 | 0 | 4 | -30
Nc1nonc1-n1nnc(C(=O)N/N=C/c2ccccc2)c1CSc1ccc(Cl)cc1 | 83 | -11 | 9 | 1 | -0.1 | 93 | 1 | nt | -4 | -12
O=C(NCCc1ccc(Cl)cc1)C1CCC(=O)N1Cc1ccc(F)cc1 (stereo not given) | 89 | 19 | 19 | 5 | 0.3 | 87 | -5 | 0 | 0 | 18
O=C1CCSc2ccc(Cl)cc2N1Cc1cccc(Cl)c1 | 55 | -4 | 10 | 7 | -1.3 | 56 | 6 | 0 | -3 | -23
O=S(NC1CCCCC1)C12CC3CC(CC(C3)C1)C2 (stereo not given) | 80 | 10 | 16 | 2 | -0.5 | 74 | -1 | 1 | -1 | 5
O=C(CSc1nc2ccccc2n1CC(=O)N1CCCC1)NCc1ccc2c(c1)OCO2 | 93 | -17 | 3 | 2 | -1.6 | 93 | -24 | 0 | 9 | 8
CCOc1cc(-c2conc2N)cc(OCC)c1OCC | 84 | -2 | 5 | 2 | -3.9 | 85 | -9 | nt | -3 | -6
O=C(CN1CCN(Cc2ccccc2)CC1)Nc1ccc(Cl)cn1 | 93 | -6 | 14 | 3 | -1.4 | 101 | 0 | -1 | -1 | -49

For reference, part of the list above:
SMILES | HCT116 bCat-KO | E-sel TNF inh | Measles CPE | NPY Y2 blocker | MRP-1 activ | PTEN del growth | Yeast life ext | Phagocytosis inh | GALR2 blocker | Yeast growth inh
CS(=O)(=O)N1CCN(C(=O)c2cc(-c3ccncc3)nc3ccc(Cl)cc23)CC1 | 76 | 5 | 27 | 1 | -1.2 | 74 | -9 | 0 | 2 | 1
O=C(COC(=O)c1cc(=O)[nH]c(=O)[nH]1)NCc1ccccc1 | 97 | nt | 6 | 4 | -0.6 | 95 | -1 | -9 | -7 | 1

The results go on:
SMILES | HCT116 bCat-KO | E-sel TNF inh | Measles CPE | NPY Y2 blocker | MRP-1 activ | PTEN del growth | Yeast life ext | Phagocytosis inh | GALR2 blocker | Yeast growth inh
COc1cc(C(=O)Nc2sc3c(c2C#N)CCN(C(C)=O)C3)cc(OC)c1OC | 87 | -2 | 0 | -1 | -4.0 | 65 | -9 | 0 | -7 | -9
CC(=O)Nc1nc(CC(C)C)cc2c1c(=O)oc1ccccc12 | 94 | -21 | 4 | 2 | -0.7 | 61 | -16 | 0 | -4 | -25
Cc1nnc(NC(=O)CSc2nnc3scc(-c4ccc(C)c(C)c4)n23)s1 | 93 | -12 | 22 | 1 | 0.3 | 92 | -7 | 0 | 5 | -16
Cc1oc(-c2ccccc2Cl)[n+]([O-])c1C | 97 | -7 | 21 | 2 | -1.5 | 102 | 3 | -1 | -3 | -65
Cc1ccc(CN2CC(C(=O)O)CC2=O)cc1 (stereo not given) | 98 | 27 | 13 | 3 | 0.2 | 98 | 19 | -1 | -4 | -71
CC1=C(C)C(c2ccccc2)NC(=S)N1 (stereo not given) | 81 | nt | 5 | 1 | -2.3 | 92 | 1 | -15 | 6 | -19
COc1cccc(NC(=O)COC(=O)c2ccc(F)cc2F)c1 | 90 | 16 | 2 | 4 | -1.5 | 94 | -4 | 0 | 14 | -23
COC(=O)CNC(=O)Cn1cnc2sc(C)c(S(=O)(=O)N3CCC(C)CC3)c2c1=O | 93 | 7 | 11 | -1 | -1.6 | 96 | -7 | nt | 0 | 1
C/C(=N\NC(=O)C(=O)Nc1cccc(Cl)c1C)c1ccncc1 | 103 | nt | 8 | 1 | 4.5 | 96 | -5 | -2 | 2 | -2
CCC(C)(C)NC(=O)C(c1ccc(F)cc1)N(Cc1ccco1)C(=O)c1snc(C(N)=O)c1N (stereo not given) | 66 | -5 | 4 | 5 | -2.8 | 74 | -11 | 3 | -12 | -49
COc1ccc(S(=O)(=O)N2CCOCC2)c(Cl)c1Cl | 78 | nt | 3 | 1 | -1.8 | 81 | 0 | -1 | -10 | -25
Cc1cc(=O)oc(C)c1C(=O)N1CCN(c2ccc(F)cc2)CC1 | 91 | 8 | 12 | -1 | -1.8 | 95 | -4 | nt | -7 | -1
NCCCCCc1nnc(SCc2ccc(Cl)c(Cl)c2)o1 | 106 | -18 | 17 | 4 | -3.5 | 89 | -25 | nt | 11 | 31
O=C(Nc1nc2c(s1)CCCC2)c1cccc(S(=O)(=O)N2CCCc3ccccc32)c1 | 36 | nt | 4 | 4 | -1.4 | 35 | 0 | -6 | 4 | 0
CCOc1ccc2[nH]c(=O)c(C(c3nnnn3C3CCCCC3)N3CCN(CC)CC3)cc2c1 (stereo not given) | 87 | -7 | 5 | -2 | -3.5 | 78 | -15 | 0 | -4 | -59
COC(=O)c1cc2c(ccn2-c2ccc(F)cc2)n1CC(C)C | 60 | 11 | 2 | 10 | 0.3 | 64 | -18 | nt | -26 | -7
COCCCNC(=O)Cn1cc2c(n1)CCC(C)C2 (stereo not given) | 92 | -28 | 8 | 0 | -1.2 | 100 | -2 | 0 | 7 | -36
CC(=O)Nc1cccc(N2C(=O)CC(N3CCC(C(=O)N4CCCCC4)CC3)C2=O)c1 (stereo not given) | 97 | nt | 4 | 0 | 2.2 | 96 | 1 | -4 | -6 | -35
O=c1nc2s/c(=C\c3ccc(-c4ccccc4[N+](=O)[O-])o3)c(=O)n2nc1-c1ccccc1 | 92 | 38 | 10 | 2 | 5.2* | 97 | 1 | -3 | 3 | -33
N#CC(c1ccccc1)N(CCCCl)C(=O)c1ccccc1 (stereo not given) | 82 | nt | 13 | 3 | -1.4 | 90 | 0 | -8 | 4 | -13
CC(NC(=O)Nn1cnnc1)(C(F)(F)F)C(F)(F)F | 102 | 0 | 3 | 2 | -0.5 | 97 | 3 | 2 | -9 | -9
CCOc1ccc(NC(=O)CC2CC(C)(C)OC2=O)cc1 (stereo not given) | 99 | -35 | -1 | 2 | 0.1 | 97 | -9 | nt | 10 | -21
O=C(c1ccccc1)N1CCN(c2ncnc3c2cnn3-c2ccccc2)CC1 | 81 | 30 | 7 | 2 | -3.6 | 84 | -26 | nt | -13 | -35
C=CCNC(=S)N/N=C(\C)c1ccc(OC)cc1 | 76 | nt | 4 | 2 | -4.5 | 85 | -3 | -4 | 9 | -1
CCCOC(=O)CSC1=C(C#N)C(c2ccccc2OC)C(C#N)C(=O)N1 (stereo not given) | 98 | nt | 21 | -1 | -0.2 | 117 | -3 | -1 | -7 | -80
CC(C)=NN/C(N)=N/C(=S)Nc1ccc(C)cc1 | 89 | 14 | 16 | 2 | -3.2 | 99 | -2 | -3 | 3 | 15
COc1ccc(CCCC(=O)NC2CCCCC2C)c(C)c1 (stereo not given) | 87 | -18 | 21 | 3 | 0.3 | nt | -3 | nt | 1 | -24
C=CCNc1nc(N2CCCCC2)c(C#N)c2c1CN(Cc1ccccc1)CC2 | 28 | 10 | 61* | 6 | -2.0 | 29 | -26 | -1 | -11 | -68
Cc1ccc(C(=O)OCC(=O)Nc2sc3c(c2C#N)CCC3)cc1 | 105 | nt | 3 | 3 | -0.5 | 89 | 18 | -6 | 1 | -37
Cc1nnc(SCC(=O)NC(=O)NC2CCCC2)n1N | 100 | -6 | 12 | -1 | 0.2 | 107&104 | -9 | 3 | -1 | -7

The final 6 records of the section before open the next one.
SMILES | HCT116 bCat-KO | E-sel TNF inh | Measles CPE | NPY Y2 blocker | MRP-1 activ | PTEN del growth | Yeast life ext | Phagocytosis inh | GALR2 blocker | Yeast growth inh
CCCOC(=O)CSC1=C(C#N)C(c2ccccc2OC)C(C#N)C(=O)N1 (stereo not given) | 98 | nt | 21 | -1 | -0.2 | 117 | -3 | -1 | -7 | -80
CC(C)=NN/C(N)=N/C(=S)Nc1ccc(C)cc1 | 89 | 14 | 16 | 2 | -3.2 | 99 | -2 | -3 | 3 | 15
COc1ccc(CCCC(=O)NC2CCCCC2C)c(C)c1 (stereo not given) | 87 | -18 | 21 | 3 | 0.3 | nt | -3 | nt | 1 | -24
C=CCNc1nc(N2CCCCC2)c(C#N)c2c1CN(Cc1ccccc1)CC2 | 28 | 10 | 61* | 6 | -2.0 | 29 | -26 | -1 | -11 | -68
Cc1ccc(C(=O)OCC(=O)Nc2sc3c(c2C#N)CCC3)cc1 | 105 | nt | 3 | 3 | -0.5 | 89 | 18 | -6 | 1 | -37
Cc1nnc(SCC(=O)NC(=O)NC2CCCC2)n1N | 100 | -6 | 12 | -1 | 0.2 | 107&104 | -9 | 3 | -1 | -7
O=C1C2CC=CCC2C(=O)N1CC1CCCO1 (stereo not given) | 102 | 8 | 19 | 1 | 0.3 | 105 | -3 | 2 | 2 | 8
COc1ccc(OC)c(C2=NOC(C(=O)Nc3cccc(C(C)=O)c3)C2)c1 (stereo not given) | 97 | -11 | 3 | 3 | 0.1 | 87 | 6 | -2 | 10 | -21
O=C(Cc1ccc(S(=O)(=O)N2CCCC2)s1)NC1CCCCCC1 | 90 | 3 | 0 | 3 | -2.5 | 102 | -8 | 0 | -7 | -11
COc1cc(C)c(C(C)C)cc1S(=O)(=O)N1CCN(C)CC1 | 101 | nt | 4 | -1 | -0.9 | 105 | -10 | -3 | -8 | -39
CC1CCN(C(=S)NC(=O)C2CCCCC2)CC1 | 102 | -19 | 24 | 2 | -1.0 | 84 | -4 | nt | -18 | -34
CCN1C(=O)C(O)(CC(=O)c2ccc(-n3cccc3)cc2)c2ccccc21 (stereo not given) | 94 | -26 | 24 | 0 | -1.3 | 102 | 1 | nt | 12 | -38
N#CC(C#N)=Cc1ccc(-c2ccc(S(=O)(=O)N=C(N)N)cc2)o1 | 91 | nt | 30 | 0 | -1.0 | 92 | 7 | -8 | -5 | -24
CCOc1cc(NC(=S)NCC2CCCO2)c(OCC)cc1NC(=O)c1ccc(C)cc1 (stereo not given) | 91 | nt | 8 | 4 | -2.4 | 89 | -1 | -4 | -3 | -51

From PubChem
